Compound activity deposited in PubChem BioAssay by several laboratories.
Arr AP2 block – human beta-arrestin and AP2 interaction inhibition; hit rate 0.31% among 340,000; FITC-arrestin peptide / GST-AP2 beads, flow cytometry; AP2 beta2 appendage carries R879A mutation; inhibition, % at 10 µM;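 active = inhibition above a set limit, near 3 SD of compounds lacking own fluorescence, cut at about 54% in these data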;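 note: plate controls were DMSO wells for no effect and 5 µM unlabelled arrestin peptide for full effect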
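test system = AP2 appendage R879A on GSH beads | buffer or medium = PBS plus Tween 20 (0.05%) and BSA (0.1%) | incubation = 12 min plus 1 h, RT | detection = bead flow cytometry, FITC channel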
Keap1-Nrf2 PPI – Keap1-Nrf2 (human) interaction inhibition | Keap1 Kelch-Nrf2 peptide fluorescence polarization, 1536-well | inhibition, % at 9.4 µM | hit rate 0.15% among 340,000; in the data active = inhibition above about 12%;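 note: human Keap1 Kelch domain with fluorescein labeled Nrf2 9mer peptide probe; 0% = neutral control wells and 100% = peptide positive control; higher means more block of Keap1 binding to Nrf2 peptide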
DAGLB inh – diacylglycerol lipase beta (human) inhibition; HEK293T DAGLB membrane lysate, EnzChek fluorogenic substrate; inhibition, % at 5.17 µM; hit rate 0.059% among 340,000; AID 504411; in the data active = inhibition above about 34%;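 note: 0% = enzyme with vehicle and 100% = wells lacking enzyme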
NSD2 inh – inhibitors of human histone methyltransferase NSD2; O96028; NSD2 peptide methylation, AlphaScreen, 120 min; inhibition, % at 12.5 µM; hit rate 0.54% among 310,000; AID 743445; in the data active = inhibition above about 50%
Target sequence (O96028 whole entry, looked up): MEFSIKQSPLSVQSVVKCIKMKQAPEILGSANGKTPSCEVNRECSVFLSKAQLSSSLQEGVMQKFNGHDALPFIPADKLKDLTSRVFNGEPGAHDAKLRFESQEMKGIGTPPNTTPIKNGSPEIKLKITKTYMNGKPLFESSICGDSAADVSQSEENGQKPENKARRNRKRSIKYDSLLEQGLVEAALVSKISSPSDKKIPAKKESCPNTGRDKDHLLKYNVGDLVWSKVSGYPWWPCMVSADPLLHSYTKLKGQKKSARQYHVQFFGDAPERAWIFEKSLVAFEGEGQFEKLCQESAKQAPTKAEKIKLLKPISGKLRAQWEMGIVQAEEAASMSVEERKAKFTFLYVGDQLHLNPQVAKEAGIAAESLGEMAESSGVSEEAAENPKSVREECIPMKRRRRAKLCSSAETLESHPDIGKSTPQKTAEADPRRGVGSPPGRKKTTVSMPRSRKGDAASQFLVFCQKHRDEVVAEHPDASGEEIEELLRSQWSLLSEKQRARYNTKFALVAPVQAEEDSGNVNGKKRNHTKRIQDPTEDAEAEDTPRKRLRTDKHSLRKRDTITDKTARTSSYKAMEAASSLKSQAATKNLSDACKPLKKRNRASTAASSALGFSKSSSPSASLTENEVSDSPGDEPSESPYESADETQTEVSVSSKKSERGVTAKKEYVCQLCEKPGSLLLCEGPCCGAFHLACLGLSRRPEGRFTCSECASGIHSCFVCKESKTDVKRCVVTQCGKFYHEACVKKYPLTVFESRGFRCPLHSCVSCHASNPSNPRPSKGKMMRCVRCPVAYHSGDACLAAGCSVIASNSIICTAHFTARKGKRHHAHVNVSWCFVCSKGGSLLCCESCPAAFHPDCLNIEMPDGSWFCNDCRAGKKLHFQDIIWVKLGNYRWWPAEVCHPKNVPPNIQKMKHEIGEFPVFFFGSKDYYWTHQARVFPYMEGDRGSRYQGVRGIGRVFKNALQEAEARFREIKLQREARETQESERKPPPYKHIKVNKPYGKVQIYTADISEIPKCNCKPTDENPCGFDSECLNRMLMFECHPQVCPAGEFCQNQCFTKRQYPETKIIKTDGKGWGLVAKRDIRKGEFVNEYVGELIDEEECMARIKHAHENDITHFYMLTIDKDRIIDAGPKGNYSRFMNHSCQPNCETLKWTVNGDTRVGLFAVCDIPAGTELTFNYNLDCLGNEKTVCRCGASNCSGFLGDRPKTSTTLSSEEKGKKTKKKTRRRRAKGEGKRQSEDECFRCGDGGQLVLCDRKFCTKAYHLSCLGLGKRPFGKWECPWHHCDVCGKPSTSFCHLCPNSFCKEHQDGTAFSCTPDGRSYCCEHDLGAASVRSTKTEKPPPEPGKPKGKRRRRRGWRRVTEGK
V-ATPase pHluor – alters yeast V-ATPase proton transport; S. cerevisiae, pHLuorin cytosolic pH fluorescence; response, % at 10 µM; hit rate 0.37% among 350,000; AID 504577; in the data active = response mostly above about 7.3%, no sharp cut-off; inactive = mostly below about 5.4%; note: actives read high; inactives centre near 0; some compounds called inactive have numbers as strong as hits
DSG3 Ab inh – blocks pemphigus antibody binding to human desmoglein-3; hit rate 0.48% among 310,000; DSG3-coupled beads, scFv-anti-DSG3-GFP binding, flow cytometry; active compounds read low; AID 588358; binding (percent of control), % at 10 µM;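 active = binding more than 3 SD below its plate's average and above zero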;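 note: hits lower antibody fragment binding to DSG3; some compounds called inactive have numbers as strong as hits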
CAL PDZ FP-1 – blocks peptide binding to the human CAL PDZ domain | AID 602252 | hit rate 0.92% among 300,000 | inhibition, % at 24.9 µM | purified CAL PDZ, TMR-peptide fluorescence polarization, 1 h;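 active = mean inhibition of at least 30% with at least half of replicates also reaching 30%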;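 note: 0% = DMSO neutral control and 100% = excess unlabeled competitor peptide PRC23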
Cardiac RTF inh – cardiac RTF calcium desensitization; P19429+P45379; IANBD-labeled cardiac RTF, Ca2+ fluorescence; inhibition, % at 7.15 µM; hit rate 0.12% among 340,000; AID 493244;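 active = inhibition above the mean inhibition of all tested compounds plus 3 SD, cut at about 17% in these data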;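 note: assay run at fixed EC70 calcium of 1.6 mM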
CAL PDZ FP-2 – human CAL PDZ-peptide interaction inhibition. Q9HD26. purified CAL PDZ, TMR-peptide fluorescence polarization, 1 h. inhibition, % at 20 µM. hit rate 0.02% among 330,000. AID 504414;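 active = highest replicate inhibition of at least 40%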;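 note: plate controls were DMSO neutral control wells for no effect and unlabeled competitor peptide control wells for full effect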
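material = purified tagged CAL PDZ domain construct (CerCALP) | buffer or medium = sodium phosphate/NaCl buffer pH 7.4 with TCEP, IgG, Thesit | reagent = TMR-labelled reporter peptide T*-PRC34 bound in PDZ groove | incubation = 1 h room-temperature incubation prior to read | measured by = fluorescence polarization (mP) | evaluation = percent inhibition from loss of millipolarization | control set = unlabelled peptide and DMSO controls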
LANA DNA inh – KSHV C-LANA DNA binding inhibition | MBP-C-LANA/FAM-LBS DNA binding, fluorescence polarization | AID 504423 | inhibition, % at 9 µM | hit rate 0.078% among 340,000;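 active = highest replicate inhibition at or above 60% at 9 µM, even if other replicates fall short; inactive = all replicates below 60% inhibition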;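 note: 0% = neutral control wells and 100% = 4 µM acridine orange control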
Starred values were filed as active, the others as inactive; . = no result given.

SMILES	Arr AP2 block	Keap1-Nrf2 PPI	DAGLB inh	NSD2 inh	V-ATPase pHluor	DSG3 Ab inh	CAL PDZ FP-1	Cardiac RTF inh	CAL PDZ FP-2	LANA DNA inh
COc1cc(CNc2ccc3[nH]c(=O)[nH]c3c2)ccc1OCc1ccccc1	-10	-1	2	-3	-5	93	-4	-2	-0.4	0.5
O=C1NCC(Nc2ccccc2Cl)C(=O)N1 (stereo not given)	20	0	-5	-2	-10	93	0	5	-0.2	0.0
O=C(Nc1ccccc1)c1ccc(-c2ccc([N+](=O)[O-])cc2)o1	18	2	-2	19	1	.	.	8	-0.3	0.1
Cc1c(C(=O)O)sc(=S)n1-c1ccccc1	-6	3	-2	-6	3	96	0	-2	-1.3	-0.1
Cc1ccc(C2=Nc3ccccc3N(C(=O)c3ccccc3)C(C)C2)cc1 (stereo not given)	22	4	-4	1	-3	93	-3	2	0.0	-4.0
O=C1[C@@H]2[C@H](C(=O)N1Cc1ccco1)[C@H]1C=C[C@@H]2C1	11	0	-1	0	1	105	-4	-7	-0.1	0.4
COc1cccc(C2CC(c3ccc(F)cc3)Nc3nc(N)nn32)c1 (stereo not given)	1	-4	5	.	-2	109	1	-6	0.0	-0.3
O=c1c2ccccc2nc(SCc2nnc(-c3ccccc3Br)o2)n1-c1ccccc1	4	-2	0	-1	-2	.	-4	-1	-3.0	-0.2
CSCC(=O)N1CCC(n2nccc2NC(=O)CCc2ccccc2)CC1	32	-2	3	-2	1	97	5	-1	-0.5	0.0
Cc1ccccc1NC(=O)Cn1c(CCC(=O)O)ccc1-c1cccs1	4	4	-1	4	2	96	-4	-16	1.7	1.7
CCC(c1nnnn1Cc1ccco1)N(Cc1cc2cc(C)cc(C)c2[nH]c1=O)CC1CCCO1 (stereo not given)	25	-35	-2	6	-2	102	-4	3	0.1	0.9
CCOc1ccc(C(=O)Cc2cc3cccc(OC)c3oc2=O)cc1	-14	0	-4	-1	-3	99	12	-3	-1.6	-1.0
O=C(CSc1nnc(NC(=O)c2c(F)cccc2Cl)s1)Nc1ccccc1F	6	0	4	2	-2	110	-3	-3	-1.5	0.7
O=C1CN(C(=O)N[C@@H](Cc2ccccc2)C(=O)N[C@@H](Cc2ccccc2)C(=O)O)c2ccccc2N1	4	-2	-6	.	2	99	-1	-5	-0.3	1.0
CN(C)Cc1nnnn1-c1ccccc1	11	2	-4	-3	2	115	-2	-2	0.2	1.5
CCCCOc1ccc(CSC(=N)N)cc1[N+](=O)[O-]	-3	-3	0	2	3	97	-3	-3	-0.4	-1.9
CC(=O)Nc1ccc(S(=O)(=O)NCCC(=O)OCC(=O)c2ccc(Br)cc2)cc1	12	1	-4	2	-4	109	.	-9	0.4	0.2
Cc1ccc(C(=O)N(C)c2nnc(-c3ccncc3)s2)cc1	-11	-4	3	8	0	96	11	-2	-0.8	-0.1
CC(CCC(=O)O)C1CCC2C3C(O)CC4CC(O)CCC4(C)C3CC(O)C12C (stereo not given)	22	5	2	.	4	.	-4	-10	-0.1	0.5
CN1CCN(c2nc(NCCOC34CC5CC(CC(C5)C3)C4)nc(OCC(F)(F)F)n2)CC1	7	-4	2	6	2	104	-1	9	-2.5	1.4

Looked up above:
CCC(c1nnnn1Cc1ccco1)N(Cc1cc2cc(C)cc(C)c2[nH]c1=O)CC1CCCO1 (stereo not given) – V-ATPase pHluor = -2
CC(=O)Nc1ccc(S(=O)(=O)NCCC(=O)OCC(=O)c2ccc(Br)cc2)cc1 – Cardiac RTF inh = -9
COc1cc(CNc2ccc3[nH]c(=O)[nH]c3c2)ccc1OCc1ccccc1 – Cardiac RTF inh = -2
COc1cccc(C2CC(c3ccc(F)cc3)Nc3nc(N)nn32)c1 (stereo not given) – Arr AP2 block = 1

Next section.
SMILES	Arr AP2 block	Keap1-Nrf2 PPI	DAGLB inh	NSD2 inh	V-ATPase pHluor	DSG3 Ab inh	CAL PDZ FP-1	Cardiac RTF inh	CAL PDZ FP-2	LANA DNA inh
O=C(NCc1ccco1)C1CC(c2ccc(C(F)(F)F)cc2)=NO1 (stereo not given)	6	0	1	.	2	104	-1	1	0.6	-1.4
O=C(Nc1nccc(-c2cccs2)n1)c1cccs1	0	-4	1	11	-1	101	-6	-4	-0.1	-1.4
Cc1nn(-c2ccccc2)c(N2CCCC2)c1/C=N/NC(=O)c1cccc(S(=O)(=O)Nc2ccc(Cl)cc2)c1	40	-3	4	-1	-3	111	0	-2	-0.1	1.1
CCOC(=O)C(=CNc1ccc(O)c(C(=O)OC)c1)C(=O)OCC	6	1	0	.	0	102	-1	-2	-0.7	2.4
CCOC(=O)C1CCCN(c2c(NCCCN(C)c3ccccc3)c(=O)c2=O)C1 (stereo not given)	12	-4	2	.	3	100	-2	5	1.3	0.0
COc1cc(OC)cc(C(=O)NNC(=S)Nc2ccccc2OC)c1	9	7	-3	-2	-3	113	-3	-5	-2.4	-0.5
COc1ccc(-c2nc3n(c(=O)c2C#N)CCCS3)cc1	6	-5	0	-1	0	99	-5	-4	-2.2	-1.3
O=C1CC(c2ccc(F)cc2)CC2=C1C(c1ccc([N+](=O)[O-])o1)Nc1ccccc1N2 (stereo not given)	18	-4	7	2	0	101	-3	-3	-6.6	-0.5
COc1ccc(CN2CC(C(=O)NC3CCCCC3)CC2=O)cc1 (stereo not given)	43	3	-2	-1	-3	.	-2	-4	-1.8	2.1
CC(C)(C)CN1C(=O)C(=O)NC[C@@H]1Cc1ccc(O)cc1	-3	-2	0	.	-4	99	-4	-9	0.6	3.3
Cc1ccc(CNCC(O)(c2ccccc2)c2ccccc2)cc1	14	-8	-4	0	-1	104	-2	-5	-0.4	-1.4
COc1cccc(-c2cc(C(=O)Nc3ccn(Cc4ccc(C)cc4)n3)no2)c1	-13	2	-9	2	0	98	38*	-1	.	-3.1
Cc1cc(C)c(S(=O)(=O)c2ccc(F)cc2)c(C)c1	.	.	-15	2	-1	103	.	.	.	.
CCOc1ccc(NC(=O)CN(C)C(=O)C2(c3ccccc3)CC2)cc1OCC	-7	-5	0	1	-2	96	-1	-7	-1.9	-1.2
C=CCc1cccc(CNc2c(C)cc(C)cc2C)c1O	4	-3	0	8	-2	102	-5	-11	-1.9	0.2
CCn1c2ccccc2c2cc(NC(=O)CN3CCCC3)ccc21	19	2	-3	8	0	.	-1	9	-1.7	-1.7
O=C1/C(=C\c2ccc(Cl)c(Cl)c2)CN(C(=O)CCN2CCOCC2)C/C1=C/c1ccc(Cl)c(Cl)c1	-6	2	1	-1	-2	87	-3	0	1.4	-0.6
Cc1ccccc1CC(=O)N1CCCc2ccccc21	11	-4	-4	-1	4	90	-6	-9	-0.9	-0.5
Cc1cc(C)c(C)c(S(=O)(=O)N2CCCCC2C(=O)O)c1C (stereo not given)	-18	-3	-1	-3	0	98	2	-3	-0.8	1.3
O=C(CSc1nc2scc(-c3ccccc3)c2c(=O)[nH]1)Nc1ccccc1	0	-3	6	0	2	105	-6	-6	0.1	-1.5

Four compounds already listed, arranged by formula weight, high to low:
SMILES	Arr AP2 block	Keap1-Nrf2 PPI	DAGLB inh	NSD2 inh	V-ATPase pHluor	DSG3 Ab inh	CAL PDZ FP-1	Cardiac RTF inh	CAL PDZ FP-2	LANA DNA inh
CCOc1ccc(NC(=O)CN(C)C(=O)C2(c3ccccc3)CC2)cc1OCC	-7	-5	0	1	-2	96	-1	-7	-1.9	-1.2
COc1cccc(-c2cc(C(=O)Nc3ccn(Cc4ccc(C)cc4)n3)no2)c1	-13	2	-9	2	0	98	38*	-1	.	-3.1
COc1cccc(C2CC(c3ccc(F)cc3)Nc3nc(N)nn32)c1 (stereo not given)	1	-4	5	.	-2	109	1	-6	0.0	-0.3
O=C(NCc1ccco1)C1CC(c2ccc(C(F)(F)F)cc2)=NO1 (stereo not given)	6	0	1	.	2	104	-1	1	0.6	-1.4

Following part.
SMILES	Arr AP2 block	Keap1-Nrf2 PPI	DAGLB inh	NSD2 inh	V-ATPase pHluor	DSG3 Ab inh	CAL PDZ FP-1	Cardiac RTF inh	CAL PDZ FP-2	LANA DNA inh
CCC(=O)NC(Nc1sc2c(c1C(=O)OC)CCCC2)(C(F)(F)F)C(F)(F)F	-2	0	-7	-1	6	.	3	-5	-0.3	-1.6
Cc1nn(-c2ccccc2)nc1C(=O)OCC(=O)N1CCCCC1C (stereo not given)	16	-1	-1	-3	2	106	-15	-5	-1.5	0.3
O=C(Cn1nc(-c2ccc(Cl)cc2)c2ccccc2c1=O)NCC1CCCO1 (stereo not given)	-2	3	1	-8	-1	101	-2	-9	-1.5	1.0
CC1(c2ccccc2)NC(=O)N(CC(=O)NCc2cccc(Cl)c2)C1=O (stereo not given)	10	-3	-3	11	4	100	5	-19	-2.8	0.3
CS(=O)(=O)N(CC(=O)N1CCOCC1)c1ccc(Cl)cc1	8	-1	-2	-3	0	100	-3	-10	-1.5	-3.0
CCN(C(=O)COC(=O)/C=C/c1ccccc1)C1CCCCC1	2	7	-2	-3	1	101	13	12	-2.3	2.3
COc1cc(C2Nc3ccc4ncccc4c3C3=C2C(=O)CCC3)ccc1O (stereo not given)	20	0	1	-2	-6	104	0	-11	-2.3	0.7
CCc1cccc(C)c1NC(=O)CC(C)(C)CC(=O)O	-3	-3	-1	0	6	111	.	-1	-0.3	.
O=c1[nH]c(/C=C/c2ccc(Br)cc2)nc2ccccc12	-5	-1	-4	0	1	.	-4	3	.	-0.9
COc1ccc(N2C(=O)N[C@@H](Cc3ccccc3)C2=O)cc1OC	12	-6	-8	0	6	99	3	-8	-3.0	-1.8
CS(=O)(=O)Nc1ccccc1C(=O)N1CCOCC1	-1	1	0	-4	1	.	-5	-3	-0.1	0.9
CCn1ncc(NC(=S)NCCc2ccccc2)c1C(N)=O	3	-6	2	-3	3	107	.	-6	-1.9	-1.5
O=C(CCNS(=O)(=O)c1cccc2nsnc12)NCCc1ccccc1	-3	-8	4	-1	0	103	-2	3	-0.4	-1.1
C=CCN1C(=O)C(CC(=O)O)SC1=Nc1ccc(C)cc1 (stereo not given)	-20	1	2	-1	0	97	-2	6	-2.2	2.7
C[C@H](N)c1nnc(SCC(N)=O)o1	-5	-4	0	0	3	111	-4	-1	0.5	1.8
Cc1cc2c3c(c1)C1(SCC(=O)N1c1ccc(F)cc1)C(=O)N3C(C)(C)CC2C (stereo not given)	7	-4	-6	2	-7	102	.	0	-3.1	0.7

CAL PDZ FP-1, what is marked active above.
SMILES | Arr AP2 block | Keap1-Nrf2 PPI | DAGLB inh | NSD2 inh | V-ATPase pHluor | DSG3 Ab inh | CAL PDZ FP-1 | CAL PDZ FP-2 | LANA DNA inh
COc1cccc(-c2cc(C(=O)Nc3ccn(Cc4ccc(C)cc4)n3)no2)c1 | -13 | 2 | -9 | 2 | 0 | 98 | 38* | . | -3.1

These rows are one share of the data, so the mix of outcomes need not match the whole.
